m-calpain inh = blocks pig calpain II enzyme activity | inhibition, % at 16 µM | purified calpain II, fluorogenic peptide substrate, 30 min | AID 1236 | 220,000 compounds, 0.37% hits;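 active = inhibition above about 50%, limit read from the data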
TRPN1 ag = agonists of zebrafish TRPN1 channel; HEK293 zebrafish TRPN1-YFP, Fluo-8 calcium fluorescence; 100% = response to 87 µM carbachol; activation, % at 3 µM; 220,000 compounds, 0.18% hits;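 active = activation above its plate's cutoff, the mean activation of test wells on that plate plus 3 SD, cut at about 19% in these data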;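 note: 0% = DMSO alone and 100% = 87 µM carbachol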
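Control set: carbachol 87 µM as high control, DMSO as low control; system: HEK293 stable line with zebrafish TRPN1-YFP; read-out: % activation versus carbachol response; detection: intracellular calcium fluorescence with Fluo-8; doses: single test compound dose, 3 µM nominal, 0.3% DMSO; schedule: dye 1 h 37 °C plus 30 min RT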
S1P4 ag = agonists of human S1P4 receptor | 220,000 compounds, 0.35% hits | activation, % at 4.98 µM | AID 1509 | S1P4-expressing cell line, agonist reporter assay; in the data active = activation above about 11%;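 note: 0% = DMSO vehicle and 100% = reference agonist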
Target sequence (O95977 whole entry, looked up): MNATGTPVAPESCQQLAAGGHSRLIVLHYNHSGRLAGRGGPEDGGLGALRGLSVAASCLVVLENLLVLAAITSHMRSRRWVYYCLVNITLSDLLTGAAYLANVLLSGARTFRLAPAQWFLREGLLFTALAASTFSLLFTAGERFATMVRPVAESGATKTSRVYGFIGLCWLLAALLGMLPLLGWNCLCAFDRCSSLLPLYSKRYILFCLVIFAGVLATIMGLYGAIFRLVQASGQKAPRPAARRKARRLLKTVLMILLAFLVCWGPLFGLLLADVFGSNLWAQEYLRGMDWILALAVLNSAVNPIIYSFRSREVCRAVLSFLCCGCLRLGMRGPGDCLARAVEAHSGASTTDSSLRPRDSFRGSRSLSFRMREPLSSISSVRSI
EP2 mod = EP2 receptor (human) modulation; P43116; EP2-expressing cells, cAMP HTRF FRET, PGE2 co-stimulation; induction, % at 25 µM; 260,000 compounds, 0.83% hits; AID 940;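 active = compounds whose cAMP rise, as percent of the full-agonist control response, exceeds 60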;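 note: rat C6 glioma line stably carrying human EP2 under a CMV promoter; the protocol text gives 20 µM as final concentration; 100% = response of wells given 1 µM PGE2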
S1P4 antag = human S1P4 receptor antagonism. S1P4-expressing cells, antagonist mode, reporter read-out. inhibition, % at 4.98 µM. 220,000 compounds, 0.26% hits; in the data active = inhibition above about 29%;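 note: 0% = wells stimulated with agonist and 100% = vehicle wells without agonist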
PERK inhibitor = blocks human PERK kinase. Q9NZJ5. CHO PERK-DD fusion, SEAP luminescence translation reporter. inhibition, % at 5.6 µM. 220,000 compounds, 0.17% hits;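 active = inhibition above the mean inhibition of all tested compounds plus 3 SD, set separately per screening campaign, cut at about 2.9% in these data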;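 note: PERK kinase domain activated by AP20187 dimerizer at 100 nM; 0% = DMSO with dimerizer and 100% = rapamycin at 8.4 µM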
Ba/F3 V617F tox = loss of viability in JAK2V617F-driven Ba/F3 cells | inhibition, % at 5.6 µM | Ba/F3 EpoR-JAK2V617F viability, ATP luminescence | 220,000 compounds, 1.1% hits | AID 1446;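 active = inhibition above the campaign mean plus 3 SD over all tested compounds, cut at about 24% in these data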;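 note: cytokine-independent growth of Ba/F3 cells driven by EpoR plus mutant JAK2; 0% = DMSO-treated cells and 100% = JAK inhibitor I control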
TRPML3 ag = agonists of human TRPML3 channel. HEK293 TRPML3-YFP, Fluo-8 calcium fluorescence; 100% = the carbachol control signal. 220,000 compounds, 0.29% hits. Q8TDD5. activation, % at 3 µM;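 active = activation above its plate's cutoff, the mean activation of the plate's test wells plus 3 SD, cut at about 12% in these data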;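 note: 0% = DMSO only wells and 100% = carbachol wells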
Target sequence (Q8TDD5 whole entry, looked up): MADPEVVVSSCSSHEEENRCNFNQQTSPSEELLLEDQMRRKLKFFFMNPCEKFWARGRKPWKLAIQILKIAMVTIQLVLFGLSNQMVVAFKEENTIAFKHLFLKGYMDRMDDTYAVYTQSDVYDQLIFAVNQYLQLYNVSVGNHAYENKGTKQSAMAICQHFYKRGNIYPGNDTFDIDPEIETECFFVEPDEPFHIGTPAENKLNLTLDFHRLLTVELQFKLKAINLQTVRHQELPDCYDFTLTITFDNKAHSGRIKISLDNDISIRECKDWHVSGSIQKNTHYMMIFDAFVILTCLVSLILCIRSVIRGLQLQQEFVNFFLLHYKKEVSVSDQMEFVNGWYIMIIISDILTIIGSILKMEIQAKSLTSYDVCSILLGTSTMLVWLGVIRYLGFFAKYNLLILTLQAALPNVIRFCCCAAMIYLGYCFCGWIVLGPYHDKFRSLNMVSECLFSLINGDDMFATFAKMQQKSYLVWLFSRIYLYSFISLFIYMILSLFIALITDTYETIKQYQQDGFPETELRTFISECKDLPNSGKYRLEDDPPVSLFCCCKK
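Test system: TRPML3-YFP stable HEK293 cells. Doses: single point at 3 µM. Incubation: dye loading 1 h 37 °C then 30 min ambient, 125 s read. Signal: Fluo-8 calcium dye fluorescence, ex 470-495, em 515-575 nm. Measure: percent activation from peak-to-basal fluorescence ratio, scaled between DMSO and carbachol.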
BaF3 tox = reduces parental Ba/F3 cell viability, JAK2V617F counter-screen; 220,000 compounds, 1.1% hits; inhibition, % at 5.6 µM; CellTiter-Glo ATP luminescence;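 active = inhibition above a per-campaign cutoff, the mean inhibition of all tested compounds plus 3 SD, cut at about 27% in these data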;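 note: 0% = DMSO wells and 100% = JAK Inhibitor I control wells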
* hit, by the source's call; x = no result given; & = joins results of further samples.

# | structure | m-calpain inh | TRPN1 ag | S1P4 ag | EP2 mod | S1P4 antag | PERK inhibitor | Ba/F3 V617F tox | TRPML3 ag | BaF3 tox
1 | Cc1cccc(C)c1NC(=S)N(CCc1ccncc1)C(C)C | -17 | 1.8 | -0.7 | 11 | -16 | 0.6 | 1 | 1.3 | 2
2 | O=C(CCCCn1c(=O)c2ccccc2n(Cc2ccc(Cl)cc2)c1=O)NCc1ccco1 | 6 | -2.9 | -1.7 | -1 | -3 | 0.1 | -2 | -0.4 | 3
3 | COc1nc(NC(C)(C)C)nc(Oc2ccc(=O)n(C)n2)n1 | -12 | 1.3 | 0.5 | 33 | -12 | -0.2 | -1 | 0.1 | 5
4 | COc1cccc(NC(=S)N(Cc2ccc(C)cc2)Cc2ccccn2)c1 | 1 | -0.8 | 1.5 | -12 | -6 | 0.2 | 3 | -1.1 | 11
5 | Cc1nc2cc(-c3ccccc3)nn2c(C)c1CCC(=O)N1CCN(c2ccccn2)CC1 | -80 | 0.5 | -1.4 | -3 | -19 | 1.2 | -2 | -0.6 | 5
6 | Cc1ccc2c(c1)NC(c1cccs1)C1=C(CC(C)(C)CC1=O)N2 (stereo not given) | -3 | -2.2 | 0.3 | 12 | 6 | 0.3 | 0 | 0.5 | 5
7 | CCOc1ccc(CCNC(=O)COC(=O)c2ccc(OC)c(OC)c2OC)cc1OCC | 15 | 0.8 | 0.5 | 8 | -11 | -0.3 | 4 | -0.4 | 2
8 | Cc1ccc(C(N)=Nc2ccccc2)cc1 | -9 | 1.2 | 1.1 | -46&-40 | -9 | 1.2 | -5 | 1.3 | -1
9 | CCOC(=O)c1cnn(-c2cc(C(C)(C)C)nc3c(-c4ccccc4)c(C)nn23)c1N | -55 | 0.4 | -0.8 | 34 | 7 | 0.8 | -1 | 0.9 | 6
10 | Cc1cccc2cc(CN(Cc3ccc(F)cc3)Cc3nnnn3C3CCCC3)c(=O)[nH]c12 | -4 | 3.4 | 0.4 | 42 | -2 | -0.5 | 2 | -0.2 | 6
11 | Cc1ccccc1Cn1ccc(NC(=O)c2cc3nc(-c4ccco4)cc(C(F)(F)F)n3n2)n1 | x | 2.9 | 1.2 | 13 | 7 | 0.8 | 2 | 0.5 | 3
12 | CC1(C)Cc2c(sc3nnn(Cc4ccccc4)c(=O)c23)CO1 | 17 | -0.6 | -0.3 | 9 | -4 | -0.4 | -5 | -0.4 | 2
13 | O=C(N/N=C/c1ccc(-c2ccc([N+](=O)[O-])cc2)o1)[C@H]1C[C@@H]1c1ccccc1 | -55 | -0.9 | 0.4 | -31 | 0 | 1.8 | -1 | 0.3 | -9
14 | Cc1nc(C(=O)N2CCc3c([nH]c4ccccc34)C2c2ccccn2)cs1 (stereo not given) | -48 | 0.9 | 0.6 | -31 | 2 | 0.1 | -2 | 0.0 | 5
15 | Cc1ccc(NC(=O)Cn2ccsc2=N)c([N+](=O)[O-])c1 | 2 | 2.4 | 1.0 | 15 | 6 | 0.7 | 0 | 0.8 | -1
16 | Cc1ccc(NC(=S)Nc2ccc3cn[nH]c3c2)cc1C | 4 | 0.1 | 1.2 | -20 | -5 | 0.7 | -4 | 0.6 | -1
17 | COC(=O)C1=NNC2(c3ccc(Cl)cc3)C(=O)N(c3ccccc3)C(=O)C12 (stereo not given) | -1 | 1.1 | -1.6 | 4 | -9 | 0.8 | -1 | 0.2 | 4
18 | Cc1ccccc1NS(=O)(=O)c1ccc(C(=O)N2CCN(c3ccccn3)CC2)cc1 | 27 | 4.3 | 1.0 | -24 | 9 | 1.2 | -1 | 2.6 | 5
19 | COc1ccccc1OC(=O)c1cc(Cl)nc2ccccc12 | 6 | 0.2 | 0.1 | 9 | 14 | 2.0 | -3 | 0.5 | 5
20 | COc1ccc(-c2csc3[nH]c(=S)n(-c4ccccc4)c(=O)c23)cc1OC | 23 | 0.0 | -0.9 | 13 | -10 | 0.4 | 1 | 0.5 | 4

Other structures:
# | structure | m-calpain inh | TRPN1 ag | S1P4 ag | EP2 mod | S1P4 antag | PERK inhibitor | Ba/F3 V617F tox | TRPML3 ag | BaF3 tox
21 | O=S(=O)(c1cnc(Cl)c(Br)c1)N1CCN(c2ncccn2)CC1 | 11 | 2.2 | 0.3 | 8 | 0 | 0.8 | 2 | -0.2 | -3
22 | CC(C(=O)Nc1ccccc1Cl)c1ccc([N+](=O)[O-])cc1 (stereo not given) | 16 | 1.3 | 0.5 | -2 | 4 | 0.4 | 6 | 1.1 | 11
23 | CSc1nnc2c(n1)OC(c1cccn1C)N(C(C)=O)c1ccccc1-2 (stereo not given) | 14 | 0.0 | 0.3 | 13 | -21 | 0.5 | -4 | 0.2 | 0
24 | Cc1ccc(/C=C2/C(=O)c3ccc(C(=O)O)cc3C2=O)o1 | -16 | 0.8 | 0.9 | 14 | -36 | 0.7 | 0 | 0.7 | 7
25 | CCOC(=O)C(C)Oc1cccc2c(=O)n(CC(=O)N3CCc4ccccc43)ccc12 (stereo not given) | 6 | 1.1 | 1.2 | 2 | -1 | 0.0 | -3 | 1.2 | 4
26 | O=C(Nc1ccc(C(F)(F)F)cc1)c1cccnc1N1CCOCC1 | -5 | -1.0 | -1.4 | 3 | 0 | 0.3 | -2 | 0.1 | 4
27 | CC(NCc1ccc2c(c1)OCO2)C(=O)NC1CCCc2ccccc21 (stereo not given) | -24 | -0.8 | 0.3 | 14 | -6 | -0.2 | -1 | 0.2 | 1
28 | CC(C)(C)c1ccc(NC(=O)COC(=O)CCc2nc3ccccc3c(=O)[nH]2)cc1 | -8 | 2.0 | 0.5 | 17 | -12 | 0.8 | -3 | 0.1 | 0
29 | CSc1nnc(-c2cc(-c3ccc(C)cc3)nc3ccccc23)o1 | -26 | -0.9 | 0.4 | 20 | -29 | 0.6 | -2 | 1.1 | 5
30 | CC1CCN(c2ccc(NC(=O)c3cccnc3)cc2)CC1 | 3 | 2.3 | 2.8 | 13 | -22 | 2.1 | 14 | 0.6 | 9
31 | O=C(CC1SC(=Nc2ccccc2)N(CCO)C1=O)Nc1ccccc1 (stereo not given) | -8 | 3.1 | 1.8 | -66 | -21 | 0.4 | -1 | 1.3 | 3
32 | COc1ccc(CNc2oc(-c3cccc4ccccc34)nc2C#N)cc1 | -154 | -0.3 | 0.9 | -35 | 1 | 0.9 | -3 | -1.4 | 1
33 | Cc1ccc(C)c(S(=O)(=O)ON2C(=O)c3ccccc3C2=O)c1 | 10 | -0.8 | 1.7 | 12 | -1 | 0.2 | 2 | 1.1 | 6
34 | CCn1c2ccccc2c2cc(/C(C)=N/O)ccc21 | -29 | -1.6 | 1.0 | -8 | -18 | -1.0 | 2 | -0.9 | 0
35 | Cc1csc2nc3ccccc3c(=O)n12 | -397 | 0.6 | 0.5 | 27 | -6 | 1.1 | -6 | 0.2 | -2
36 | CC(C)CC(NC(=O)c1ccc(Cl)cc1Cl)C(=O)O (stereo not given) | 12 | 0.7 | 0.1 | -2 | -9 | -0.3 | -1 | 0.8 | 4
37 | O=C(O)CCCC(=O)N1CCN(c2cccc(Cl)c2)CC1 | -2 | 0.1 | 0.2 | -8 | -5 | -1.0 | -3 | 0.3 | 3
38 | CC(C[N+](C)(C)C)OC(N)=O (stereo not given) | -12 | 0.2 | -0.2 | 12&2&3 | -8 | 0.2 | -3 | 3.5 | 3
39 | Cc1cc(/C=C2/NC(=O)N(Cc3ccccc3F)C2=O)c(C)n1C(C)C | 14 | 1.8 | 0.9 | 1 | -1 | 0.1 | -4 | 1.4 | 2
40 | c1ccc2c3c([nH]c2c1)-c1[nH]ncc1CC3 | -153 | -0.7 | 1.6 | -48&-96 | -17 | 0.1 | -1 | 0.6 | 1

Complete entries as entered above. Screens in order: m-calpain inh, TRPN1 ag, S1P4 ag, EP2 mod, S1P4 antag, PERK inhibitor, Ba/F3 V617F tox, TRPML3 ag, BaF3 tox
CC(C)CC(NC(=O)c1ccc(Cl)cc1Cl)C(=O)O (stereo not given) in the list: 12, 0.7, 0.1, -2, -9, -0.3, -1, 0.8, 4
Cc1cc(/C=C2/NC(=O)N(Cc3ccccc3F)C2=O)c(C)n1C(C)C in the list: 14, 1.8, 0.9, 1, -1, 0.1, -4, 1.4, 2
CSc1nnc(-c2cc(-c3ccc(C)cc3)nc3ccccc23)o1 in the list: -26, -0.9, 0.4, 20, -29, 0.6, -2, 1.1, 5
Cc1ccc(/C=C2/C(=O)c3ccc(C(=O)O)cc3C2=O)o1 in the list: -16, 0.8, 0.9, 14, -36, 0.7, 0, 0.7, 7
CC(C(=O)Nc1ccccc1Cl)c1ccc([N+](=O)[O-])cc1 (stereo not given) in the list: 16, 1.3, 0.5, -2, 4, 0.4, 6, 1.1, 11

More results
# | structure | m-calpain inh | TRPN1 ag | S1P4 ag | EP2 mod | S1P4 antag | PERK inhibitor | Ba/F3 V617F tox | TRPML3 ag | BaF3 tox
41 | COC(=O)c1sc(NC(=O)c2cc(-c3ccccc3)nc3ccccc23)c(C#N)c1C | -32 | 2.8 | 0.5 | -16 | -10 | -1.0 | 5 | 0.1 | 3
42 | Cc1[nH]n(C)c(=O)c1C(=O)c1c(-c2c(Cl)cccc2Cl)noc1C | 0 | -1.2 | 2.1 | 23 | 6 | -0.1 | -7 | -1.1 | 5
43 | COc1ccc(OC)c(NC(=O)c2cc3n(n2)C(C(F)(F)F)CC(c2ccc4c(c2)OCO4)N3)c1 (stereo not given) | x | 1.5 | -2.9 | x | 4 | -0.2 | -1 | -0.3 | 2
44 | COC(=O)CN(c1cccc(C(C)=O)c1)S(C)(=O)=O | -15 | 1.4 | 0.9 | 22 | -5 | 1.1 | -2 | 0.0 | 2
45 | CCc1nnc(NC(=O)CSc2nnc(CNc3cccc(C)c3)n2-c2ccccc2)s1 | 29 | 1.1 | -1.6 | -8 | -9 | -0.2 | -1 | 0.6 | 3
46 | O=C(NC(=S)NNC(=O)c1cnccn1)c1ccc(F)cc1 | -15 | 0.3 | 2.7 | 19 | 3 | 0.9 | -3 | 0.2 | 3

From PubChem
